High-throughput results (PubChem BioAssay)
IP6K1 inhibitor – Primary qHTS assay for small molecule inhibitors of Inositol hexaphosphate kinase 1 (IP6K1). Inositol hexakisphosphate kinase 1 (Homo sapiens), Q92551. IP6K1 kinase, ADP-Glo luminescence, 2 h; stronger effect = lower value. 140,000 compounds, 0.81% hits. activity change, % (series mostly up to about 58 µM). AID 1645851, 2021; in the data active means activity change below about -25%
Target sequence (Q92551 whole entry, looked up): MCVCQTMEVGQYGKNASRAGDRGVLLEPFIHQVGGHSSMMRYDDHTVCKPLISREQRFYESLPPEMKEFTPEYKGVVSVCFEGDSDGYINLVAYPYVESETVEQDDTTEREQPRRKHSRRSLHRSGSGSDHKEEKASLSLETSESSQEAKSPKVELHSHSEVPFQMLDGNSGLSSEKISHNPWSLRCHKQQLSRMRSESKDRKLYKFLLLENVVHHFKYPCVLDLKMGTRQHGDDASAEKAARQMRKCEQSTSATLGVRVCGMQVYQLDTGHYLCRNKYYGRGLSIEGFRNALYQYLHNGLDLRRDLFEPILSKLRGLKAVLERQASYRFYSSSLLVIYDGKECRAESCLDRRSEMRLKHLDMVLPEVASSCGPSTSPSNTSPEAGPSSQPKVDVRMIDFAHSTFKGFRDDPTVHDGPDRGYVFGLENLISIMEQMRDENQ
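ADP-Glo luminescence measures ADP made by human IP6K1 during a 2 h RT reaction with ATP/IP6 (mix at 1.3 mM/130 uM); top library doses 57.5 and 19.1 uM final.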
FLuc inh – Firefly luciferase inhibition profiling of diverse chemical library using quantitative high-throughput screening; Luciferin 4-monooxygenase (Photinus pyralis), P08659; purified P. pyralis luciferase, luminescence, biochemical; Potency, µM (series often up to 115 µM), for the others: top-dose activity change, negative = inhibition, usual class: inhibitors; 76,000 compounds, 2.5% hits; further: potency means the concentration at half of the fitted maximal effect; nearly all actives have a fitted effect of over 65% in size
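Purified P. pyralis luciferase (10nM final) in 50mM Tris acetate pH 7.5, 10mM Mg acetate, 0.01% Tween-20, 0.05% BSA with 10uM D-luciferin and 10uM ATP. Compounds titrated qHTS. Luminescence imaged on CCD.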
SNCA expr inhib – Primary qHTS assay for inhibitors of alpha-synuclein gene (SNCA) expression; HEK-293 SNCA-luciferase knock-in, luminescence, 24 h; Potency, µM (titrated, usually from 57.2 µM), without a hit: top-dose activity change, negative = inhibition, most hits filed as inhibitors; 140,000 compounds, 0.17% hits; AID 1671194, 2021;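 further: potency means the concentration at half of the fitted maximal effect; plate controls were DMSO cells for no effect and cell-free wells for full effect; nearly all actives have a fitted effect of over 45% in size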
HEK cytotox – Cytotoxic Profiling in HEK 293 Cell Line of Diverse Libraries Using Quantitative High-Throughput Screening; HEK 293 viability, ATP luminescence (CellTiter-Glo), 48-72 h; Potency, µM (highest dose often 115 µM), without a hit: at the highest dose activity change, negative = cytotoxicity, actives largely listed as inhibitors; 94,000 compounds, 6.6% hits; AID 1345083, 2018; further: potency means the concentration at half of the fitted maximal effect; nearly all actives have a fitted effect of over 60% in size
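Cytotoxicity was scored by loss of ATP-coupled luminescence (CellTiter-Glo) in HEK 293 cells. Compound treatment ran 48 or 72 hr at 37 degree Celsius, 5% CO2, 95% humidity.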
GPT2 inh – Primary qHTS assay for inhibitors of Glutamate pyruvate transaminase 2 (GPT2); 100,000 compounds, 0.25% hits; Alanine aminotransferase 2 (Homo sapiens), Q8TD30; Potency, µM (titrated, usually from 57.7 µM), without a hit: at the top dose activity change, negative = inhibition, hits mostly inhibitors; Recombinant GPT2, coupled pyruvate oxidase/HRP Amplex Red fluorescence; AID 1671188, 2021; further: potency means the concentration at half of the fitted maximal effect; nearly all actives have a fitted effect of over 60% in size; many of its hits are not listed in these tables
Target sequence (Q8TD30 whole entry, looked up): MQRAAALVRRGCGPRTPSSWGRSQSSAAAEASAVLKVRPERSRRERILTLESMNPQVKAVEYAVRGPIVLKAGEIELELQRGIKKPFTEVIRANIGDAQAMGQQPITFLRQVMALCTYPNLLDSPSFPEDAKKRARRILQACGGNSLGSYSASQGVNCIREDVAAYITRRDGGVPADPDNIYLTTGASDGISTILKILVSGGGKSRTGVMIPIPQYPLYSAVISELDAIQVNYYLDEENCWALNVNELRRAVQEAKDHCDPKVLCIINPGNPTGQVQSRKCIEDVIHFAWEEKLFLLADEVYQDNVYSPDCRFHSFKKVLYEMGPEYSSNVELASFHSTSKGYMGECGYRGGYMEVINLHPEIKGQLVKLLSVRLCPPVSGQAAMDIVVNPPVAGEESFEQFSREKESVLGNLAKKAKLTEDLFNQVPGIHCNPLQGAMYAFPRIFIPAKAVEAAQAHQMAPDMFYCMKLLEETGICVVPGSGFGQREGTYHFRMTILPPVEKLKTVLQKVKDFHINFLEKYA
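Inhibition is scored from Amplex Red fluorescence generated when pyruvate oxidase and HRP act on pyruvate released by GPT2. Reactions contain 10ng/uL enzyme, 250uM a-KG and 2mM L-alanine and run 30 min at room temperature.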
NIH3T3 tox – Cytotoxic Profiling in NIH 3T3 Cell Line of Diverse Libraries Using Quantitative High-Throughput Screening | Potency, µM (top dose mostly 96.7 µM), without a hit: at the top dose activity change, negative = cytotoxicity, usual class: inhibitors | NIH 3T3 viability, CellTiter-Glo ATP luminescence, 48-72 h | 94,000 compounds, 4.3% hits; further: potency means the concentration at half of the fitted maximal effect; nearly all actives have a fitted effect of over 55% in size
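Luminescent ATP readout (CellTiter-Glo, 10 min RT) after 48 or 72 hr compound exposure of NIH 3T3 cells seeded at 400 cells/well in 1536-well format; quantitative HTS.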
SNCA viab count – GF-AFC viability counterscreen for inhibitors of alpha-synuclein gene (SNCA) expression. HEK-293-SNCA-luc viability, GF-AFC fluorescence, 24 h. Potency, µM (highest dose often 57.1 µM), inactives show at the top dose activity change, negative = cytotoxicity, actives largely listed as cytotoxic. 150,000 compounds, 0.12% hits. AID 1671193, 2021;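 further: potency means the concentration at half of the fitted maximal effect; 0% = DMSO-treated cells and -100% = medium-only wells without cells; nearly all actives have a fitted effect of over 30% in size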
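HEK-293-SNCA-luc cells (1500/well) plated 24 h, then exposed 24 h to a dilution series; GF-AFC added 30 min at 37C, fluorescence 405/540 nm; normalised to medium-only and DMSO wells, Hill fit.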
Numbers without * were called inactive; i = inactive; ? = inconclusive; . = not tested or not shown; & = joins results of further samples; [ ] = another dose, or the depositor's remark. Unless noted, the call rests on the fitted dose curve; in most records, active means well fitted curve in the direction sought with a large enough effect; inconclusive means small, poorly fitted or top-dose-only effect, or another doubt; inactive means no such curve, though single readings can be large; an effect the other way counts as inactive or inconclusive. Unless noted, on the % scale 0 is the no-effect control and ±100 the full control effect. The list is partial; rates above refer to the full screens.

SMILES	IP6K1 inhibitor	FLuc inh	SNCA expr inhib	HEK cytotox	GPT2 inh	NIH3T3 tox	SNCA viab count
C[C@H]1CCCN1C(=O)c1nnc(COc2cccc(Cl)c2)n1-c1ccccc1	-13	-6%[172 µM]	?	?	i	?	0%[87.6 µM]
CS(=O)(=O)N1CCN(C(=O)CCC2CCN(c3cc(NC4CC4)ncn3)CC2)CC1	13	?	?	?	i	-31%	2%
Cc1coc2c(C)c3oc(=O)c(CC(=O)NCc4ccccc4)c(C)c3cc12	-4	.	-6%	.	.	.	-6%
O=C(c1ccc(Cn2ccnc2)o1)N1CCC2(CC1)NCCc1c2[nH]c2ccccc12	15	-2%	20%	?	4%	?	-4%[12.5 µM]
CN(C)c1nc(NC2CCC(NC(=O)c3ccc(F)c(F)c3)CC2)nc2ccccc12 (stereo unspecified)	-14	.	.	.	i	.	?
CCOc1ccc(N2C(=O)CS(=O)(=O)C23C(=O)N(Cc2cccc(Cl)c2)c2ccccc23)cc1 (stereo unspecified)	16	.	3%	.	.	.	3%
O=S(=O)(NCC(c1ccco1)N1CCOCC1)c1cc(F)ccc1F (stereo unspecified)	4	.	-14%	.	.	.	15%
CCc1cc(=O)n(CC(=O)Nc2cccc(SC)c2)c(N2CCOCC2)n1	13	12%	-26%	?	4%	-18%	-7%
CC(C)=CCC1(CO)CCCN(Cc2csc(C)n2)C1 (stereo unspecified)	-7	3%	-28%	?	i	-4%	3%
Cc1cc(NC(=O)Cc2c[nH]c3ncc(-c4ccccc4C)cc23)n(C)n1	-15	0%[172 µM]	-27%[87.6 µM]	?	1%[88.5 µM]	?	-11%[87.6 µM]
Cc1ccccc1CC1C(=O)Nc2ccc(Br)cc21 (stereo unspecified)	-3	.	-4%	.	.	.	0%
COc1ccccc1C(=O)N1CCCC2(CC(c3cccnc3)=NO2)C1 (stereo unspecified)	-11	.	36%[activator]	-1%	1%	-22%	9%
COc1ccc2c(c1)c1c(c(=O)n(-c3ccccc3C)c(=O)n1Cc1ccccc1C)n2C	4	.	?	.	.	.	-10%
COC[C@H]1CCCN1C(=O)C[C@@H]1O[C@H](CNC(=O)c2ccccc2)[C@@H](O)[C@H]1O	27	3%[172 µM]	-13%[87.6 µM]	2%[172 µM]	-15%[88.5 µM]	0%[174 µM]	3%[87.6 µM]
CN1CCCC(n2nc(Cc3ccc(Cl)cc3)c3ccccc3c2=O)CC1 (stereo unspecified)	9	.	26%	.	5%&-2%	.	?
CCN(Cc1ccncc1)C(=O)c1cc(-c2cnn(CC)c2)nc2cc(C)ccc12	2	?	3%	?	1%	2.8µM*	-13%
O=C(Nc1cccc(-c2cscn2)c1)C1CCN(C(=O)C2CCCO2)CC1 (stereo unspecified)	4	-1%	14%	-29%	0%	-4%	-3%
Cc1noc(C)c1CN1CCNc2cc(Nc3cccnc3)ncc2C1	-14	-20%[172 µM]	15%[87.6 µM]	?	3%[88.5 µM]	-34%[138 µM]	10%[87.6 µM]
O=C(c1cccc(Cl)c1)N1CCCC(C(=O)N2CCC(c3nc4ccncc4[nH]3)CC2)C1 (stereo unspecified)	7	.	6%	-27%	i	?	0%
COc1cc(SC)ccc1C(=O)N[C@@H]1C=C(C(=O)N[C@H](Cc2ccccc2)C(N)=O)C[C@@H](O)[C@@H]1O	-3	-9%	18%	-6%	?	-29%	10%
Cn1c(C(=O)Nc2cccc(C(F)(F)F)c2)cc2c(=O)n3ccccc3nc21	-2	.	-28%	.	.	.	?
CC(C)(C)OC(=O)N1CCC(c2c(C(=O)N3CCCCC3)cnn2-c2ccc(Cl)cc2)CC1	4	.	?	.	.	.	4%
CCOC(=O)[C@H](CCc1ccccc1)N[C@@H](C)C(=O)N1CCCC1C(=O)O (stereo partly specified)	.	.	-20%	.	i	.	-10%
Cc1cnc(CCNS(=O)(=O)c2cccc(F)c2)n1Cc1ccc(F)cc1	1	.	9%	40µM*	-7%	?	2%
CC1=NOC2(CCN(Cc3ccc(C(F)(F)F)cc3)C2)C1 (stereo unspecified)	0	-8%[172 µM]	2%[87.6 µM]	?	i	-16%[138 µM]	0%[87.6 µM]

Given with values under each structure: part of the list above.
Each structure is followed by: IP6K1 inhibitor | FLuc inh | SNCA expr inhib | HEK cytotox | GPT2 inh | NIH3T3 tox | SNCA viab count
CN(C)c1nc(NC2CCC(NC(=O)c3ccc(F)c(F)c3)CC2)nc2ccccc12 (stereo unspecified)
    -14 | . | . | . | i | . | ?
Cn1c(C(=O)Nc2cccc(C(F)(F)F)c2)cc2c(=O)n3ccccc3nc21
    -2 | . | -28% | . | . | . | ?
CS(=O)(=O)N1CCN(C(=O)CCC2CCN(c3cc(NC4CC4)ncn3)CC2)CC1
    13 | ? | ? | ? | i | -31% | 2%
CCOc1ccc(N2C(=O)CS(=O)(=O)C23C(=O)N(Cc2cccc(Cl)c2)c2ccccc23)cc1 (stereo unspecified)
    16 | . | 3% | . | . | . | 3%
COc1ccccc1C(=O)N1CCCC2(CC(c3cccnc3)=NO2)C1 (stereo unspecified)
    -11 | . | 36%[activator] | -1% | 1% | -22% | 9%

(more compounds)
SMILES	IP6K1 inhibitor	FLuc inh	SNCA expr inhib	HEK cytotox	GPT2 inh	NIH3T3 tox	SNCA viab count
CCOC(=O)N1CCc2c(sc3c2c(=O)n(-c2ccc(CC)cc2)c(=O)n3Cc2cccc(Cl)c2)C1	31	.	16%	.	.	.	15%
COCCN1C(=O)c2cccn2CC1CNC(=O)C1=C(C)C(=O)OC12CCCCC2 (stereo unspecified)	-6	-8%	-14%	-11%	-6%	-33%	-1%
CN(C)c1ccc(-c2nnnn2[C@H]2CO[C@H]3[C@@H]2OC[C@H]3OC(=O)Nc2ccc(Oc3ccccc3)cc2)cc1	10	-11%	-18%	-10%	-3%	-14%	-6%
COCCOc1ncccc1-c1noc([C@@H]2CCCN2C2CCN(C)CC2)n1	-9	-5%[172 µM]	-5%[87.6 µM]	i	-1%[88.5 µM]	i	-3%[87.6 µM]
CNC(=O)[C@@H]1CN(C(=O)c2nn(C)c3ccccc23)C[C@H]1C1CCN(C)CC1	0	-1%	20%	2%	-9%	i	1%[12.5 µM]
O=c1n(CCN2CCC(N[S+](=O)([O-])c3cccc(C(F)(F)F)c3)C2)nc2n1CCCC2 (stereo unspecified)	-2	.	.	i	.	-3%	.
O=C(CC1CCCCN(Cc2ccccc2)C1=O)Nc1ccc(F)cc1F (stereo unspecified)	9	-1%	3%	?	5%	-27%	14%
CC1(CCCCc2ccccc2)COc2ccc(C(=O)NC3CCOCC3)cc2N1 (stereo unspecified)	10	1%[172 µM]	?	?	i	?	3%[87.6 µM]
COCC1CN(C)CC12CCN(S(=O)(=O)c1cccs1)CC2 (stereo unspecified)	3	-15%	10%	?	-1%	?	?
Cc1ccc2c(c1)CC(C)N2S(=O)(=O)c1nnc(NC(=O)CC(C)C)s1 (stereo unspecified)	-1	.	9%	.	.	.	0%
COc1ccc(CCCC(=O)N2CCC3(CCCNC3)C2)cc1 (stereo unspecified)	4	-10%	9%	-8%	4%	0%	-7%
Cc1ccc(NC(=O)Cn2c(=O)n(-c3ccccc3)c(=O)c3ccc(C(=O)NCc4ccc5c(c4)OCO5)cc32)cc1	4	.	-8%	.	.	.	12%
COc1cccc(CNC(=O)C2CCN(c3cn[nH]c(=O)c3)C2)c1OC (stereo unspecified)	16	7%	5%	i	i	-2%	9%
COc1ccc(Cl)cc1C(=O)N(C)C1CCc2nnc(C)n2CC1 (stereo unspecified)	-8	-14%	7%	-3%	i	-19%	13%
O=C(COc1ccccc1)NCC(c1cccs1)S(=O)(=O)c1ccc(Cl)cc1 (stereo unspecified)	-4	.	-22%	.	.	.	2%
O=C(CC(c1cccc(F)c1)c1cn(Cc2ccccc2)c2ccc([N+](=O)[O-])cc12)N1CCCC1 (stereo unspecified)	3	-9%	?	?	i	?	-25%
COc1ccc(CCNc2nc3c(c(=O)n(C)c(=O)n3C)n2Cc2ccc(F)cc2)cc1OC	-10	.	-1%	.	.	.	7%
N#Cc1ccc(S(=O)(=O)N2CCCCCCNC(=O)CC2c2ccccc2)cc1 (stereo unspecified)	38	-3%	38%[activator]	?	i	?	-17%
O=c1c2oc3ccccc3c2n(Cc2ccccc2F)c(=O)n1Cc1ccco1	-2	.	16%	.	.	.	0%
Cc1ccnc(NS(=O)(=O)c2ccc(NC(=O)c3cc(=O)c4ccc(C)c(C)c4o3)cc2)n1	2	.	51%[activator]	.	.	.	-1%
CC1CN(C(=O)N2CCC(C(=O)NCc3ccco3)CC2)c2ccccc2O1 (stereo unspecified)	3	.	18%	.	.	.	10%
CCc1ccc(S(=O)(=O)c2nnn3c2nc(N2CCN(CC)CC2)c2sccc23)cc1	-5	.	28%	.	.	.	5%
COc1ccc(C(=O)Nc2nc3n(n2)C(c2ccc(F)cc2)C=C(c2ccc(Cl)cc2)N3)cc1 (stereo unspecified)	2	.	-14%	.	.	.	?
COCc1noc([C@@H]2CC(F)(F)CN2C(=O)c2cccc(C#N)c2)n1	3	-11%	-14%	-22%	-16%	-7%	-1%
Cc1cc(C)c(-c2csc(NC(=O)c3ccccc3)n2)c(C)c1	-3	.	.	.	0%	.	-16%
SMILES	IP6K1 inhibitor	FLuc inh	SNCA expr inhib	HEK cytotox	GPT2 inh	NIH3T3 tox	SNCA viab count
N#Cc1cccc(NC(=O)O[C@@H]2CO[C@H]3[C@@H]2OC[C@@H]3n2nnnc2-c2ccc(-c3ccccc3)cc2)c1	2	-2%	-27%	-25%	4%	?	-7%
COCCOc1ccnc(-c2noc([C@@H]3CCCN3C3CCN(C(C)=O)CC3)n2)c1	-11	2%[172 µM]	4%[87.6 µM]	1%[172 µM]	1%[88.5 µM]	2%[138 µM]	6%[87.6 µM]
O=C(NCCc1ccccn1)C1CN(C2CCCC2)C(=O)N1 (stereo unspecified)	1	.	-15%[87.6 µM]	-1%[172 µM]	-1%[88.5 µM]	-16%[138 µM]	1%[12.5 µM]
CCCn1c(C)c(CC(=O)N(C)Cc2cccnc2)c2c1CC(C)(C)CC2=O	-4	-1%	5%	6%	i	i	-15%
CC(C)CC(=O)N1CCC(N2CC3CC(C2)[C@H]2CCCC(=O)N2C3)CC1 (stereo partly specified)	25	9%	24%	-1%	i	3%	-2%
CCOc1ccccc1CNC(=O)c1c(C)noc1-c1ccc2c(c1)OCO2	2	-8%	-8%	?	i	?	19%
COc1cccc(-c2ccc(C(=O)N3CCC(NC(=O)c4ccccc4F)CC3)cc2)c1	-9	.	13%	?	i	?	-2%[12.5 µM]
